Source: PubChem
Peg3 imprint = inducers of genomic imprint erasure in mouse ES cells. mouse ES Peg3-LacZ reporter, beta-gal luminescence, 40 h. Potency, µM (titrated, usually from 60.7 µM), without a hit: at the highest dose activity change, positive = activation, most hits filed as activators. actives 0.02% (n = 110,000);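 further: 0% = negative control wells on the plate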
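Readout: BetaGlo luminescence (5 min, room temp) for LacZ from the normally silent maternal Peg3 allele in female Peg3LacZ-Neo ES cells. Cells 300/well, 40 h, 37C, 5% CO2. Data normalized per plate to negative controls.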
IkB signaling = suppresses IkB signaling in ABC-DLBCL reporter cells. Potency, µM (doses to about 57.1 µM), without a hit: top-dose IkBa stabilization activation. actives 0.04% (n = 110,000). ABC-DLBCL IkBa-CBG/CBR dual luciferase ratio, 4 h; response scale: scaled: untreated 0%, proteasome inhibitor 100%; active means well fitted curve in the direction sought with a large enough effect in the signal ratio, not every such curve was filed as active; inconclusive means small, poorly fitted or top-dose-only effect, or a change in a side signal; the % refers to the signal ratio;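 further: the direction sought is a rising ratio; 0% = basal untreated cells and 100% = reference inhibitor full response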
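In this assay, an IκBα–CBG68 fusion accumulates when IKK-driven degradation is blocked; native CBR normalizes for cell number. OCI-Ly3 cells were treated 4 h with compound and doxycycline, then green and red light read after Chroma-Glo addition.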
p53ts 32C tox = p53ts cell cytotoxicity, permissive temperature; H1299-p53A138V at 32C, ATP luminescence viability, 24 h; actives 0.93% (n = 130,000); AID 924; Potency, µM (highest dose often 46.1 µM), for inactives: at the top dose activity change, negative = cytotoxicity, most hits filed as cytotoxic;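 further: 0% = DMSO and -100% = full killing by reference compound; nearly all actives have a fitted effect of over 55% in size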
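Viability by ATPlite luminescence after 24 h compound treatment (up to 46 uM) at the permissive 32C. Cells are H1299 carrying p53 A138V. Scale runs from DMSO basal to 100 uM tamoxifen as full kill; AC50 from Hill fits.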
p53ts 39C kill = cytotoxicity in p53ts cells at nonpermissive temperature. H1299-p53A138V viability at 39C, ATP luminescence, 24 h. Potency, µM (titrated, usually from 46.1 µM), for inactives: at the highest dose activity change, negative = cell killing, actives largely listed as cytotoxic. actives 1.5% (n = 130,000); further: nearly all actives have a fitted effect of over 55% in size
* marks the source's active call; other numbers are inactive results; ? = inconclusive; . = not tested or not shown; [ ] = another dose, or the depositor's remark. Unless noted, the call rests on the fitted dose curve; in most records, active means well fitted curve in the direction sought with a large enough effect; inconclusive means small, poorly fitted or top-dose-only effect, or another doubt; inactive means no such curve, though single readings can be large; an effect the other way counts as inactive or inconclusive. Unless noted, on the % scale 0 is the no-effect control and ±100 the full control effect; potency means the concentration at half of the fitted maximal effect.

molecule	Peg3 imprint	IkB signaling	p53ts 32C tox	p53ts 39C kill
O=C(Nc1ccc(OC(F)(F)F)cc1)c1cc2ccccn2n1	-21%[10.9 µM]	-4.3%	?	?
N[C@@H](Cn1cc(I)c(=O)n(Cc2ccc(C(=O)O)cc2)c1=O)C(=O)O	-8%	0.1%	-3%	-5%
CCCn1c(SCC(=O)Nc2sc(C)c(C)c2C(=O)OCC)nc2c1c(=O)n(C)c(=O)n2C	-1%	-0.9%	19%	-16%
Cc1ccc(C)c(CN2C(=O)c3ccccc3S(=O)(=O)c3ccc(C(=O)NCCc4ccc(Cl)cc4)cc32)c1	-20%[10.9 µM]	-0.1%	8%	-3%
COc1cc(OC)c(-c2nn3c(C4CCCCC4)nnc3s2)cc1OC	-2%	-4.0%	3%	-3%
O=C(c1cc(-c2cccc(Cl)c2)on1)N1CCCCC1	?	151%	-15%	-20%
O=C(CCSc1nnc(-c2ccco2)o1)Nc1ccc(Cl)cc1	-17%	-0.3%	1%	-11%
CNC(=O)C1CCC(Cn2c(=O)c3sccc3n(CC(=O)Nc3ccc(C)c(F)c3)c2=O)CC1 (stereo unspecified)	-7%[10.9 µM]	1.0%	9%	-14%
CC1=CCC2C(=O)N(c3ccc(Br)cc3C)C(=O)C2C1 (stereo unspecified)	12%	1.7%	2%	12%
CCOC(=O)CN1C(=O)C(C)(C)Oc2ccc(C(=O)Nc3ccccc3)cc21	-8%	?	-4%	2%
CCc1ccc(NC(=O)Cn2c(=O)n(CCC(=O)N3CCc4ccccc4C3)c(=O)c3ccccc32)cc1	3%[10.9 µM]	?	8%	8%
O=C(CSc1nnc(CNC(=O)c2ccccc2)n1-c1cccc(Cl)c1)Nc1ccccc1F	5%[10.9 µM]	2.7%	0%	-25%
Cc1ccc(CNC(=O)C2CCN(S(=O)(=O)Cc3ccccc3)CC2)cc1	11%[10.9 µM]	-1.1%	-2%	-24%
CCN1CCN(C(=O)CN(c2ccccc2C)S(C)(=O)=O)CC1	-11%	-0.6%	-5%	-10%
Cc1ccc(-n2ncc3c(NCCO)ncnc32)cc1Cl	19%[10.9 µM]	?	-15%	16µM*
Cc1ccc(N(C=NC#N)CC(=O)N2CCN(c3ccccc3)CC2)cc1	6%	3.4%	-3%	9%

Compounds shown so far containing a thiophene ring, fused or not, in the order listed:
molecule	Peg3 imprint	IkB signaling	p53ts 32C tox	p53ts 39C kill
CCCn1c(SCC(=O)Nc2sc(C)c(C)c2C(=O)OCC)nc2c1c(=O)n(C)c(=O)n2C	-1%	-0.9%	19%	-16%
CNC(=O)C1CCC(Cn2c(=O)c3sccc3n(CC(=O)Nc3ccc(C)c(F)c3)c2=O)CC1 (stereo unspecified)	-7%[10.9 µM]	1.0%	9%	-14%

Look-ups from the list.
CCN1CCN(C(=O)CN(c2ccccc2C)S(C)(=O)=O)CC1 in p53ts 39C kill reads -10%
CCCn1c(SCC(=O)Nc2sc(C)c(C)c2C(=O)OCC)nc2c1c(=O)n(C)c(=O)n2C in IkB signaling reads -0.9%

The list continues:
molecule	Peg3 imprint	IkB signaling	p53ts 32C tox	p53ts 39C kill
Cc1ccc(S(=O)(=O)c2nc(-c3ccco3)oc2SCC(=O)c2ccc(Cl)cc2)cc1	-9%[10.9 µM]	-1.6%	11%	0%
O=C(CSc1nc2cccnc2n1Cc1ccccc1)NCc1ccco1	12%	8.6%	13%	-7%
Cc1nc2cncnc2n(Cc2ccccc2)c1=O	?	-1.3%[11.4 µM]	8%	13%
CN1CCN(CCCNC(=O)c2cnn(-c3ccc(F)cc3)c2-n2cccc2)CC1	-5%[10.9 µM]	-1.9%	10%	0%
Cc1nc2c3cnn(-c4ccccc4)c3ncn2n1	-8%	1.2%	-14%	-1%
CC1CCN(S(=O)(=O)c2ccc3c(c2)c(=O)c(C(=O)N2CCCCC2)cn3C)CC1	-2%	1.2%	4%	1%
Cc1ccc(NC(=S)N2CCn3cccc3C2c2cccnc2)cc1 (stereo unspecified)	.	.	1%	3%
CCOc1ccccc1NC(=O)COc1cccc2c(=O)n(CCOC)ccc12	-6%[10.9 µM]	?	1%	-9%
CC(C)(C)C(=O)Cn1c(NCCCO)nc2ccccc21	-3%	-0.2%	-11%	1%
COC(=O)CCn1nnc(-c2ccc(C)cc2)n1	-20%	-0.8%	-14%	-11%
Cc1ccc(NC(=O)C2CCCN(c3ncnc4onc(C)c34)C2)c(Cl)c1 (stereo unspecified)	-8%[10.9 µM]	?	-18%	-16%
Cc1nc2c(c(C)nn2-c2ccccc2)c(C)c1CCC(=O)NCc1ccccc1	6%[10.9 µM]	?	-12%	-5%
O=C(CN1C(=O)C2C3C=CC(C3)C2C1=O)NCCN1CCCc2ccccc21 (stereo unspecified)	-9%	-0.6%	0%	-6%
COc1cc(OC)c(NC(=O)NCc2ccc3c(c2)CCN3C(C)=O)cc1Cl	9%[10.9 µM]	?	-2%	15%
CS(=O)(=O)Nc1ccc(Cc2ccc(NS(C)(=O)=O)cc2)cc1	-16%	?	3%	5%
Cc1cc(C)cc(OCC(=O)NCCc2nc3ccccc3[nH]2)c1	-4%[10.9 µM]	8.6%	1%	13%

Further records.
Every second line gives: Peg3 imprint, IkB signaling, p53ts 32C tox, p53ts 39C kill
O=C(CCn1c(=O)oc2ccccc21)N1CCOCC1
    13%, -0.9%, 20%, -7%
O=C(COc1ncnc2ccccc12)N1CCN(S(=O)(=O)c2ccc(Cl)cc2)CC1
    6%, 0.9%, 2%, 0%
CCCC(=O)Nc1ccc(NC(=O)c2ccccc2OC)cn1
    -14%, -0.2%, -10%, -8%
Cc1nnc(NC(=O)CSc2nnc(Cc3ccccc3)n2Cc2ccccc2)s1
    -4%, -0.5%, 16%, -1%
CCN(Cc1ccccc1)C(=O)CN(c1ccc(OC)cc1)S(=O)(=O)c1c(C)nn(C)c1C
    4%[10.9 µM], -0.6%, 13%, 6%
CCOc1ccc(C(=O)CSc2nnc(C3CC3)n2C)cc1
    ., ., 11%, 9%
CC(C)Cn1c(=O)c2ccccc2n2c(-c3cccc(Cl)c3)nnc12
    14%[10.9 µM], 0.1%, 10%, -16%
Cc1c2cnn(-c3ccccc3)c(=O)c2c(C)n1CC(=O)N1CCN(c2ccc(F)cc2)CC1
    -12%[10.9 µM], 0.6%, -3%, -19%
CN(C)S(=O)(=O)c1ccc(C(=O)Nc2nc(-c3cccs3)cs2)cc1
    -18%, 6.0%, 6%, -12%
CC1=Nn2c(nnc2-c2cc(C)[nH]n2)SC1
    8%, 0.2%, 3%, 8%
O=C1c2ccccc2CC1Sc1nnc(-c2ccncc2)o1 (stereo unspecified)
    -24%, 0.3%, 3%, 7%
COc1ccc(-n2c(CCC(=O)O)ccc2-c2ccccc2)cc1
    9%[10.9 µM], ?, 7%, 4%
O=c1cc(-c2ccccc2)n2c(SCc3ccccc3Cl)nnc2[nH]1
    13%[10.9 µM], 37%, -16%, -5%
COCCn1c(SCC(=O)c2ccc(C)cc2C)nc2cc(C(=O)NC3CCCC3)ccc2c1=O
    -4%[10.9 µM], -0.3%, 21%, -13%
Cc1cc(C(=O)N2CCN(c3cccc(Cl)c3)CC2)c(C)o1
    -27%, ?, -5%, -9%
COCCOC(=O)C1=C(C)NC(=O)CC1c1cc2c(cc1Br)OCO2 (stereo unspecified)
    ., 0.8%, 11%, 6%
CCCNC(=O)Cn1nc(-c2ccc(OC)cc2)c2cnc3ccc(F)cc3c21
    -10%[10.9 µM], -2.3%, -6%, -14%
CC1CCN(S(=O)(=O)c2ccc3nc(Nc4cccc(C(F)(F)F)c4)ccc3c2)CC1
    -11%[10.9 µM], -1.2%, 30%, -29%
Clc1ccc(-c2nc3nc4ccccc4nc3n2Cc2ccco2)cc1
    2%, ?, -5%, -1%
Cc1ccc(-c2c(C(=O)Nc3ccc(F)c(F)c3)oc(=O)c3ccccc23)cc1
    16%[10.9 µM], 0.5%, -2%, -17%
O=c1c(-c2ccc(F)cc2)nc2cnc(N3CCNCC3)nc2n1-c1ccccc1
    -30%, -1.8%[11.4 µM], 13µM*, ?
O=C(O)CCSCc1ccc(I)cc1
    0%[10.9 µM], -6.0%[11.4 µM], -9%[9.22 µM], 3%[9.22 µM]
O=C(CN1C(=O)C2C3C=CC(C3)C2C1=O)NC1CCCc2ccccc21 (stereo unspecified)
    -6%, 0.5%, 7%, -8%
COC(=O)[C@@H]1[C@@H](C#N)C2(c3ccccc3-c3ccccc32)N(c2ccc(Cl)cc2)N1C#N
    ., ., -18%, -11%
O=C(NCc1ccc2c(c1)OCO2)c1nnc(Cc2ccc(Cl)cc2)o1
    2%, -0.9%, 0%, -6%
CCCCn1c(SCC(=O)N2c3ccccc3CCc3ccccc32)nc2c1c(=O)n(C)c(=O)n2C
    ., ., 13%, 67%[activator]
O=C(Cn1cc(SCc2cccc(C(F)(F)F)c2)c2ccccc21)N1CCCCCC1
    -19%[10.9 µM], 1.0%, -7%, -14%
COc1ccc(OC)c(NC(=O)Cn2cc(S(=O)(=O)c3ccccc3)c(=O)c3cc(C)ccc32)c1
    -6%[10.9 µM], -0.6%, -3%, 15%
CO[C@@H]1/C=C\O[C@]2(C)Oc3c(C)c(O)c4c(O)c(c(CN5CCN(C)CC5)c(O)c4c3C2=O)NC(=O)/C(C)=C\C=C[C@@H](C)[C@@H](O)[C@H](C)[C@@H](O)[C@H](C)[C@H](OC(C)=O)[C@@H]1C
    ., -0.3%[11.4 µM], 3%[9.22 µM], 8%[9.22 µM]
Cn1cc(-c2nc3cnc(N4CCNCC4)nc3n(CCC#N)c2=O)c2ccccc21
    -46%[inhibitor], -4.0%[11.4 µM], -9%, -15%
COc1ccc2nc(NC(=O)c3ccc(-n4nc(C)cc4C)cc3)sc2c1
    -6%, 2.0%, -8%, -12%
CCOC(=O)Cn1c(=O)oc2cc(S(=O)(=O)NC(C)c3ccccc3)ccc21 (stereo unspecified)
    -9%[10.9 µM], 1.1%, -1%, -19%
O=C(NCCCNC(=O)c1cccs1)c1cccs1
    -2%, -0.4%, -2%, 4%
Cc1nnc(SCCn2c(N3CCCCC3)nc3c2c(=O)[nH]c(=O)n3C)s1
    -5%, -0.7%, -3%, -5%
Cc1ccc(S(=O)(=O)NCCc2nnc3ccc(SCC(=O)Nc4c(C)cc(C)cc4C)nn23)cc1
    5%[10.9 µM], ?, -2%, -21%
CN(Cc1ccc(-n2cccn2)cc1)C(=O)c1cnn2c1NC(c1ccco1)CC2C(F)(F)F (stereo unspecified)
    -16%, ?, -23%, -22%
CCc1ccc(-n2nc(CO)c(C(=O)NC(C)c3ccc(Cl)cc3)n2)cc1 (stereo unspecified)
    10%[10.9 µM], 1.8%, 4%, -20%
COc1ccc2c(c1)c(=O)c(C(=O)c1ccc(C)cc1)cn2Cc1ccccc1F
    -8%[10.9 µM], ?, ?, ?
CC(=O)Nc1ccc(NC(=O)Cn2cc3c(n2)CCCCC3)cc1
    18%[10.9 µM], -1.3%, -9%, -23%
CC(=O)N1CCc2cc(NS(=O)(=O)c3cccs3)ccc21
    -11%, -0.1%, 5%, -4%
CCOc1ncccc1C(=O)OCc1cc(=O)oc2c(C)c(C)ccc12
    1%, ?, 5%, 3%
Nc1nc2c(ncn2C2OC(COC(=O)c3ccccc3)C(OC(=O)c3ccccc3)C2OC(=O)c2ccccc2)c(=O)[nH]1 (stereo unspecified)
    -9%, ., 11%, 27%
COc1ccc(-n2cc(C(=O)Oc3cc(C)cc(C)c3)c3ccccc3c2=O)cc1
    10%[10.9 µM], ?, 5%, -10%
NC(=O)c1cccc2c3c([nH]c12)CCCC3
    3%, 6.6%, 8%, -10%
COc1ccc(NC(=O)C2CCN(c3nc4ccccc4[nH]3)CC2)cc1OC
    -25%[10.9 µM], -0.6%, 2%, -14%
CCn1c(=O)c2cc(C(=O)NCc3cc(OC)ccc3OC)sc2c2ccccc21
    -10%[10.9 µM], ?, 4%, -8%
CC1(C)CC(=O)C2=C(C1)Nc1ccccc1NC2c1ccccn1 (stereo unspecified)
    -1%, 0.0%, -14%, -10%
CC(C)OC(=O)C(NC(=O)c1ccccc1)=C1CCCCC1
    -6%, -0.3%, -9%, 0%
